VP16 counter – VP16 counterscreen qHTS for inhibitors of ROR gamma transcriptional activity | Potency, µM (top dose mostly 53.6 µM), for inactives: top-dose activity, negative = inhibition, hits mostly inhibitors | 310,000 compounds, 3.5% hits | Drosophila S2 Gal4-VP16 UAS-luciferase, luminescence, 20 h;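 also: Gal4-VP16 expression switched on by copper sulfate through the metallothionein promoter; % is scaled to controls: 0 for no effect and ±100 for the full control effect; nearly all actives have a fitted effect of over 50% in size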
BRCA1 expr act – qHTS Assay to Identify Small Molecule Activators of BRCA1 Expression. 380,000 compounds, 1.1% hits. MCF7-BRCA1-FFLuc reporter, luminescence, 48 h; response scale: scaled: vehicle 0%, 10 µM genistein 100%. Potency, µM (top dose mostly 46.1 µM), inactives show top-dose activation, most hits filed as activators; also: nearly all actives have a fitted effect of over 80% in size; some results filed as inactive show a strong effect at the top dose
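48 h compound treatment of MCF7-BRCA1-FFLuc cells (phenol-red free MEM, 37 °C), then 15 min with luciferase substrate and luminescence imaging.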
CXXC DNA block – qHTS Fluorescence Polarization Assay for Inhibitors of MLL CXXC domain - DNA interaction | Potency, µM (highest dose often 115 µM), inactives show top-dose activity change, negative = inhibition, hits mostly inhibitors | 290,000 compounds, 0.037% hits | MLL-CXXC / FITC-HOXA9 DNA fluorescence polarization | AID 2662, 2010 | Histone-lysine N-methyltransferase 2A (Homo sapiens), Q03164; active = well fitted inhibition curve with a large enough effect in the polarisation, with a control signal flat, not every such curve was filed as active; inconclusive = small, poorly fitted or top-dose-only effect, or effect the other way, or a change in a side signal; inactive = no such curve, though single readings can be large or run the other way; the % refers to the polarisation
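Steps: dispense CXXC domain solution (7 uM) → pin compounds or unlabeled HOX-A9 DNA control → 5 min ambient → add FLSN-HOX-A9 solution (50 nM) → spin → 30 min ambient → fluorescence polarization. Tris pH 7.5/NaCl/DTT/BSA buffer.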
ELG1 genotoxic – qHTS screen for small molecules that induce genotoxicity in human embryonic kidney (HEK293T) cells expressing luciferase-tagged ELG1. 330,000 compounds, 1.3% hits. HEK293T ELG1-luciferase reporter, luminescence, 16 h. Potency, µM (series often up to 46 µM), without a hit: top-dose activity change, positive = activation, most hits filed as activators. AID 504466, 2011; also: % of control where 0% means no effect; nearly all actives have a fitted effect of over 60% in size
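Screening used a luciferase reporter fused to human ELG1 in HEK293T cells. Luminescence was read on a CCD plate imager after 16 hr exposure and 30 min ONE-Glo incubation.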
Rab9 prom act – qHTS Assay for Rab9 Promoter Activators; Huh7 Rab9 promoter-luciferase reporter, luminescence, 24 h; Potency, µM (series often up to 9.22 µM), for the others: top-dose activation, negative = inhibition, hits mostly activators; 320,000 compounds, 2.8% hits; AID 485297, 2010; also: % of control where 0% means no effect; nearly all actives have a fitted effect of over 60% in size
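Promoter activation is measured as luciferase luminescence in Huh7 cells stably transfected with a Rab9 promoter–luciferase construct, following 24 h compound exposure at 37 °C and 10 min reagent incubation at ambient temperature.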
RORg inh – qHTS for inhibitors of ROR gamma transcriptional activity. Nuclear receptor ROR-gamma (Mus musculus), P51450. Drosophila S2 Gal4-RORgamma UAS-luciferase reporter, 20 h. Potency, µM (doses to about 53.6 µM), without a hit: top-dose activity change, negative = inhibition, usual class: inhibitors. 310,000 compounds, 5.4% hits. AID 2551, 2010; also: % is scaled to controls: 0 for no effect and ±100 for the full control effect; nearly all actives have a fitted effect of over 60% in size
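In this cell-based reporter format, copper sulfate (700 uM final) drives Gal4–ROR gamma fusion expression from a metallothionein promoter in Drosophila Schneider cells; compounds preincubated 1 hr, reporter read after 20 hr at ambient temperature.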
MBNL1-CUG inh – qHTS Assay for Inhibitors of MBNL1-poly(CUG) RNA binding; Muscleblind-like protein 1 (Homo sapiens), Q9NR56; TR-FRET MBNL1-His/biotin-(CUG)12 binding, 665/545 ratio; Potency, µM (doses to about 57.5 µM), inactives show at the highest dose activity change, negative = inhibition, actives largely listed as inhibitors; 280,000 compounds, 0.036% hits; active = well fitted inhibition curve with a large enough effect in the signal ratio, with a control signal flat, not every such curve was filed as active; inconclusive = small, poorly fitted or top-dose-only effect, or effect the other way, or a change in a side signal; inactive = no such curve, though single readings can be large or run the other way; the % refers to the signal ratio; also: % is scaled to controls: 0 for no effect and ±100 for the full control effect
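Inhibition of protein-RNA binding appears as loss of TR-FRET between terbium anti-His antibody on MBNL1-His and streptavidin-XL665 on biotin-(CUG)12. Activity is normalized to buffer-only and uninhibited-complex controls.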
uPA surface inh – qHTS for Inhibitors of Cell Surface uPA Generation | cell surface uPA generation assay, qHTS | Potency, µM (doses to about 38.3 µM), for inactives: at the highest dose activity change, negative = inhibition, actives largely listed as inhibitors | AID 540303, 2011 | 330,000 compounds, 0.31% hits; active = well fitted inhibition curve with a large enough effect; inconclusive = small, poorly fitted or top-dose-only effect; inactive = no such curve, though single readings can be large or run the other way; tested in mouse RAW 264.7 cells; also: % is scaled to controls: 0 for no effect and ±100 for the full control effect; nearly all actives have a fitted effect of over 55% in size
p53 reactivation – qHTS assay for re-activators of p53 using a Luc reporter; H1299 p53-A138V BP100-luciferase reporter, luminescence, 24 h; Potency, µM (titrated, usually from 92.2 µM), for the others: top-dose activity change, positive = activation, actives largely listed as activators; 320,000 compounds, 0.063% hits; AID 504706, 2011; also: % of control where 0% means no effect; nearly all actives have a fitted effect of over 45% in size
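p53-null H1299 cells stably carrying temperature-sensitive p53-A138V and a BP100-luciferase reporter were pinned with compounds (4-point, 1:5 series) and held 24 hrs at 37 deg C. Luminescence was read 10 min after detection reagent.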
FLuc counter – qHTS profiling assay for firefly luciferase inhibitor/activator using purifed enzyme and Km concentrations of substrates (counterscreen for miR-21 project); Potency, µM (doses to about 57.5 µM), for inactives: at the top dose activity change, negative = inhibition, most hits filed as inhibitors; 360,000 compounds, 6.9% hits; Luciferin 4-monooxygenase (Photinus pyralis), P08659; AID 588342, 2011; purified FLuc, Km substrates, luminescence inhibition;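 also: plate controls were vehicle for no effect and reference inhibitor for full effect; nearly all actives have a fitted effect of over 55% in size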
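Purified P. pyralis luciferase (10nM final) with 10uM D-luciferin and 10uM ATP (Km levels) in 50mM Tris acetate pH 7.5, 10mM Mg acetate, 0.01% Tween-20, 0.05% BSA; qHTS 6-point titration, ~60 µM downward; luminescence read.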
NPC1 prom act – qHTS Assay for NPC1 Promoter Activators. Huh7 NPC1 promoter luciferase reporter, 24 h. Potency, µM (highest dose often 9.22 µM), inactives show at the highest dose activation, most hits filed as activators. 320,000 compounds, 2.4% hits. AID 485313, 2010;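 also: % of control where 0% means no effect; nearly all actives have a fitted effect of over 60% in size; reporter is driven by a mutant NPC1 promoter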
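In 1536-well qHTS, Huh7 cells harboring an NPC1 promoter–luciferase construct received compound for 24 h; activation was quantified by luminescence following luciferase reagent addition.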
* = called active by the depositor; ? = inconclusive; nt = no result given; & = joins results of further samples; [ ] = remark or other dose. Unless noted, calls follow the shape of the dose curve; as a rule, active = well fitted curve in the direction sought with a large enough effect; inconclusive = small, poorly fitted or top-dose-only effect, or another doubt; inactive = no such curve, though single readings can be large; an effect the other way counts as inactive or inconclusive. Potency is read from the fitted curve at half-maximal effect. Some of the compounds tested; the hit share may differ from the screen's.

Value order: VP16 counter, BRCA1 expr act, CXXC DNA block, ELG1 genotoxic, Rab9 prom act, RORg inh, MBNL1-CUG inh, uPA surface inh, p53 reactivation, FLuc counter, NPC1 prom act
N#CCN1CCC/C1=C\[N+](=O)[O-]
→ 8%, 1%, 21%, -1%, 4%, 3%, 4%, 0%, 5%, -1%, 1%
Cc1ccccc1C(NC(N)=O)c1ccccc1 (configuration not stated)
→ 2%, 11%, 5%, 0%, 8%, 10%, -2%, nt, -6%, 1%[2.3 µM], 5%
Cc1ccc(NC(=O)Cn2c(=O)n(Cc3ccco3)c(=O)c3ccccc32)c(C)c1
→ 2%, 9%&-1%, 3%, -6%, 0%, 3%, 4%, 10%, 0%, -2%&2%, 1%
CCCCn1c(N)c(N(CCOC)C(=O)c2ccc(-c3cccc(C(F)(F)F)c3)o2)c(=O)[nH]c1=O
→ nt, -8%, nt, 1%, -2%, nt, nt, -4%, -6%, 2%, -1%
COc1ccc(N2CCN(CCC(N)=O)CC2)cc1
→ -1%, 4%, 4%, -3%, -3%, -13%, 11%, 6%, 1%, 0%, 1%
O=C(NCc1ccccc1)Nc1cccn(Cc2c(F)cccc2Cl)c1=O
→ -1%, -18%, -19%, -1%, -9%, 18%, 13%, ?, 0%, 13µM*, -11%
CC(=O)Nc1ccc(-c2csc(NC(=O)CCCc3cccs3)n2)cc1
→ -2%, 3%, 72%[activator], -11%, -3%, ?, nt, 5%, 6%, -13%, 3%
CCOP(=O)(c1ccc(N(C)C)cc1)C(O)c1ccc(C)cc1 (configuration not stated)
→ -7%, 0%, 4%, -3%, -1%, 19%, -6%, 0%, 11%, 6%, -1%
N#Cc1cc(-c2ccc(Cl)cc2)cnc1Sc1ccccc1
→ -3%, 7%, -2%, 2%, 3%, 41%, 1%, nt, 3%, ?, -3%
COc1ccc(C(NC(C)=O)c2nccc3cc(OC)c(OC)cc23)cc1OC (configuration not stated)
→ -9%, -16%, -6%, ?, -1%, 12%, 0%, 8%, -1%, -1%, -2%
CCOCCCn1c(C)nc2c[n+](CC(=O)c3ccc4ccccc4c3)cc(Br)c21
→ -6%, -18%, 11%, -7%, -3%, 3%, ?, 10%, -2%, 2%, 0%
CCc1ccccc1NC(=O)c1onc(C)c1Cl
→ 1%, -1%, -1%, 0%, 2%, 40%, -4%, -20%, -3%, 6%, -3%
CCOC(=O)/C=C/C(=O)OCC(=O)Nc1ccc(Cl)cc1Cl
→ 22%, 5%, -19%, 2%, 6%, 35%, -2%, -14%, 2%, -3%, -1%
COCCCN=C(c1ccco1)n1c(=S)nc(-c2ccco2)n(CCCOC)c1=S
→ ?, 57%, 6%, 3%, 17%, -20%, 2%, -15%, ?, ?, 17%
O=C(NNS(=O)(=O)c1ccc(Cl)cc1)c1ccc(S(=O)(=O)N2CCCCC2)cc1
→ -13%, -13%, 1%, 0%, 2%, 11%, nt, 0%, -5%, 1%, -1%

Following part:
Value order: VP16 counter, BRCA1 expr act, CXXC DNA block, ELG1 genotoxic, Rab9 prom act, RORg inh, MBNL1-CUG inh, uPA surface inh, p53 reactivation, FLuc counter, NPC1 prom act
Cc1ccc(C(=O)NCC(=O)OCc2cccc(Br)c2)cc1
→ nt, 1%, nt, 2%, -6%, nt, nt, 19%, 6%, -2%, -4%
CC(C)Cc1nc2oc3c(NCC4CCCO4)ncnc3c2c2c1CCC2 (configuration not stated)
→ 5%, -39%, 1%, -9%, 3%, -4%, -7%, nt, -3%, 1%, -3%
Cc1nn(Cc2ccccc2)c(C)c1C(=O)Nc1ccc(N2CCOCC2)cc1
→ -3%, 0%, -1%, 7%, -2%, 17%, -5%, 1%, 2%, -13%, 0%
CCN(CC)S(=O)(=O)c1ccc(Cc2ncc(C(F)(F)F)cc2Cl)s1
→ 5%, -39%, -4%, -9%, 5%, 30%, 8%, -4%, 0%, 0%, 0%
O=C(COc1ccc2ccc(=O)oc2c1)Nc1ccc2c(c1)OCCO2
→ -2%, 15%, 4%, 8%, 27%, 15%, 7%, 1%, 9%, 9.5µM*, 2%
O=C1CNC(=S)N1CCOc1ccccc1
→ 5%, 8%, 1%, 0%, 1%, 2%, -12%, 0%, ?, -1%, 3%
O=[N+]([O-])c1cc(C(F)(F)F)cc([N+](=O)[O-])c1NCCNC(=S)Nc1cccc(F)c1
→ 0%, -66%, 2%, -10%, -1%, ?, ?, ?, 28%, 0%, 1%
CCN1CCN(C(=O)CN(C)S(=O)(=O)c2ccc(OC)cc2)CC1
→ -16%, 0%, -8%, -3%, -5%, 14%, -6%, 5%, 3%, 0%, -6%
CC(C)(C)c1ccc(C(=O)Nc2ccc(S(N)(=O)=O)cc2)cc1
→ -11%, -10%, -2%, 0%, -4%, 25%, -14%, 9%, -5%, ?, 0%
O=C(O)c1ccc(-n2cc(-c3cc4ccccc4oc3=O)[nH]c2=S)cc1
→ -5%, 47%, -2%, ?, ?, -5%, 30%, 4%, 0%, ?, 11%
CCCCN(C)C(=O)CCC(=O)Nc1ccc2nc(N3CCOCC3)cc(C)c2c1
→ -11%, ?, 1%, 6%, ?, -19%, -2%, nt, ?, ?, ?
Cc1ccc(CCNC(=O)c2nnc(CS(=O)(=O)c3ccccc3)o2)cc1
→ 2%, -2%, nt, 3%, -3%, 15%, -4%, 5%, nt, -2%, 1%
CC(C)n1nc(C(=O)NNC(=O)c2ccc(OC(F)F)cc2)c2ccccc2c1=O
→ nt, -18%, nt, 0%, -12%, nt, nt, 8%, 1%, -9%, -4%
CCC1=C2CC[C@H]3C(=O)N(CC)C(=O)[C@H]3[C@H]2[C@@]2(Cc3ccccc3)C(=NCCOC)OC(=O)N2C1=O
→ -1%&4%, 1%, 14%, 4%, -8%, 0%&5%, 0%, -7%, 3%, 2%, -1%
c1ccc(-c2nn3c(Cn4nnc5ccccc54)nnc3s2)nc1
→ 3%, -41%, 6%, 18%, 2%, 10%, 4%, nt, 0%, 2%, 1%

(more compounds)
Value order: VP16 counter, BRCA1 expr act, CXXC DNA block, ELG1 genotoxic, Rab9 prom act, RORg inh, MBNL1-CUG inh, uPA surface inh, p53 reactivation, FLuc counter, NPC1 prom act
COc1ccccc1OCCNC(=O)CN1C(=O)NC2(CCCC2)C1=O
→ nt, 2%, nt, 1%, -4%, nt, nt, 2%, 0%, 2%, -1%
Cc1ccc2oc(=O)n(CCOc3ccccc3)c2c1
→ 8%, 5%, -14%, 14%, ?, 4%, 9%, 7%, 12%, ?, 8%
Cc1ccc(N2CC(C(=O)N3CCC(C(=O)Nc4ccc(Br)cc4)CC3)CC2=O)cc1 (configuration not stated)
→ -4%, -20%, -4%, -6%, 1%, 0%, -2%, -4%, -9%, -1%, -4%
CCOC(=O)CSc1nnc(-c2cccnc2)n1Cc1ccccc1
→ 0%, -4%, 1%, 1%, -3%, 3%, -3%, 0%, 3%, -3%, -3%
COCCNc1nc2ccccc2n1CC(=O)c1ccc(OC)c(OC)c1
→ 2%, 6%, -6%, -5%, -1%, 11%, -9%, 1%, ?, -1%, 0%

Four compounds already listed, sorted by SMILES length, largest number first:
Value order: VP16 counter, BRCA1 expr act, CXXC DNA block, ELG1 genotoxic, Rab9 prom act, RORg inh, MBNL1-CUG inh, uPA surface inh, p53 reactivation, FLuc counter, NPC1 prom act
Cc1ccc(N2CC(C(=O)N3CCC(C(=O)Nc4ccc(Br)cc4)CC3)CC2=O)cc1 (configuration not stated)
→ -4%, -20%, -4%, -6%, 1%, 0%, -2%, -4%, -9%, -1%, -4%
COc1ccccc1OCCNC(=O)CN1C(=O)NC2(CCCC2)C1=O
→ nt, 2%, nt, 1%, -4%, nt, nt, 2%, 0%, 2%, -1%
c1ccc(-c2nn3c(Cn4nnc5ccccc54)nnc3s2)nc1
→ 3%, -41%, 6%, 18%, 2%, 10%, 4%, nt, 0%, 2%, 1%
CCOC(=O)CSc1nnc(-c2cccnc2)n1Cc1ccccc1
→ 0%, -4%, 1%, 1%, -3%, 3%, -3%, 0%, 3%, -3%, -3%

Compound activity as filed in PubChem BioAssay.
